Compound activity deposited in PubChem BioAssay by several laboratories.
RTF Ca sens act = cardiac RTF calcium sensitization. P19429+P45379. IANBD-labeled TnC RTF fluorescence at EC20 calcium; 0% EC20 calcium, 100% full calcium. activation, % at 7.2 µM. hit rate 0.24% among 340,000;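 active = activation above the mean over all tested compounds plus 3 SD, cut at about 30% in these data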;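 also: rise in fluorescence read as greater calcium sensitivity of cardiac thin filaments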
HTR5A ag = activates human HTR5A in OPRM1-OPRD1 agonist counter-screen. hit rate 0.61% among 340,000. P47898. AID 504692. activation, % at 9.3 µM. HTR5A agonist assay, luminescence, cell-based; in the data active = activation mostly above about 9.5%, no sharp cut-off; inactive = mostly below about 7.6%;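 also: 0% = cells with vehicle only and 100% = reference agonist; strong numbers were not always called active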
Target sequence (P47898 whole entry, looked up): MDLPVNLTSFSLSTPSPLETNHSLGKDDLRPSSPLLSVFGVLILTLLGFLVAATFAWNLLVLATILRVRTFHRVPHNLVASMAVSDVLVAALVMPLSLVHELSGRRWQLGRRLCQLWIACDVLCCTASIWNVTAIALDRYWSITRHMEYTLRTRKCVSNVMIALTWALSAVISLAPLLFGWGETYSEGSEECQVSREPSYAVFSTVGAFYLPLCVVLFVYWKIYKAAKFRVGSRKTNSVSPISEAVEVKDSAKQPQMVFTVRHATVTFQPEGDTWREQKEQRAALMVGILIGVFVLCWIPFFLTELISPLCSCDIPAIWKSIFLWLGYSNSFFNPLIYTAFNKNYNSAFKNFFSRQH
OPRM1-OPRD1 ag = agonists of human mu-delta opioid receptor heterodimerization; P35372+P41143; cells, OPRM1-OPRD1 heterodimerization, luminescence; activation, % at 9.3 µM; hit rate 0.3% among 340,000; in the data active = activation above about 18%;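 also: 0% = vehicle-treated cells and 100% = reference agonist; values of inactives mirror those of a sister screen read the other way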
LANA DNA inh = KSHV C-LANA DNA binding inhibition; AID 504423; MBP-C-LANA/FAM-LBS DNA binding, fluorescence polarization; hit rate 0.078% among 340,000; inhibition, % at 9 µM;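 active = highest replicate inhibition at or above 60% at 9 µM, even if other replicates fall short; inactive = all replicates below 60% inhibition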;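 also: 0% = neutral control wells and 100% = 4 µM acridine orange control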
HTR5A inv ctr = HTR5A inverse agonism, opioid heterodimer counter-screen; P47898; HTR5A cell line, luminescence; inhibition, % at 9.3 µM; hit rate 0.083% among 340,000; AID 504634; in the data active = inhibition mostly above about 23%, no sharp cut-off; inactive = mostly below about 18%;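 also: 0% = cells with DMSO and 100% = no-cell wells with DMSO; some compounds called inactive have numbers as strong as hits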
V-ATPase pHluor = yeast V-ATPase proton transport regulation by pHLuorin | S. cerevisiae, pHLuorin cytosolic pH fluorescence | response, % at 10 µM | hit rate 0.37% among 350,000 | AID 504577; in the data active = response mostly above about 7.3%, no sharp cut-off; inactive = mostly below about 5.4%; also: actives read high; inactives centre near 0; some compounds called inactive have numbers as strong as hits; reference of the scale not given here
Keap1 Nrf2 FP = disrupts human Keap1 binding to Nrf2 peptide; Q14145; Keap1 Kelch-Nrf2 peptide fluorescence polarization, 1536-well; inhibition, % at 9.4 µM; hit rate 0.15% among 340,000; in the data active = inhibition above about 12%; inconclusive = no clear call, values can overlap the other calls; inactive = below about 7.3%;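 also: human Keap1 Kelch domain with fluorescein labeled Nrf2 9mer peptide probe; 0% = neutral control wells and 100% = peptide positive control; higher means more block of Keap1 binding to Nrf2 peptide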
Target sequence (Q14145 whole entry, looked up, the tested form may be a part): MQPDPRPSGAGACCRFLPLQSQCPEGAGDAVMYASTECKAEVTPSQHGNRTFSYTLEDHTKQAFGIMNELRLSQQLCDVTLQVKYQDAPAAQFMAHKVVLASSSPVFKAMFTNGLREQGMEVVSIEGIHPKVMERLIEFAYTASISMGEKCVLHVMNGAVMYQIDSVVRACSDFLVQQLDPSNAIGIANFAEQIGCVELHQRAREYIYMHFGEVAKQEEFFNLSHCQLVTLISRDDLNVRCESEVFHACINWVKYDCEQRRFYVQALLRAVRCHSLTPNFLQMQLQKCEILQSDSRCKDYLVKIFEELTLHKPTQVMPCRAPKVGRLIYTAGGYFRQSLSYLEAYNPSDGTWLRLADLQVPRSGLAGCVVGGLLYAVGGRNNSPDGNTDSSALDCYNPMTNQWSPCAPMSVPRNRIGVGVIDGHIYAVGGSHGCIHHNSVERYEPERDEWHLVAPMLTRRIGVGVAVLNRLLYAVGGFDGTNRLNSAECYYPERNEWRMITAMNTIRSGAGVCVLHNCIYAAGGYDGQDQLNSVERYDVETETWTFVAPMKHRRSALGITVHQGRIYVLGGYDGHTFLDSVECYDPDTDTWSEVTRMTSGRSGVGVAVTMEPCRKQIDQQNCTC
CAL PDZ FP = inhibitors of human CAL PDZ peptide binding. purified CAL PDZ, TMR-peptide fluorescence polarization, 1 h. Q9HD26. AID 602252. hit rate 0.92% among 300,000. inhibition, % at 24.9 µM;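 active = mean inhibition of at least 30% with at least half of replicates also reaching 30%; inconclusive = no clear call, values can overlap the other calls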;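 also: 0% = DMSO neutral control and 100% = excess unlabeled competitor peptide PRC23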
Cardiac RTF inh = cardiac RTF calcium desensitization. IANBD-labeled cardiac RTF, Ca2+ fluorescence. inhibition, % at 7.15 µM. hit rate 0.12% among 340,000. AID 493244;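 active = inhibition above the mean inhibition of all tested compounds plus 3 SD, cut at about 17% in these data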;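 also: assay run at fixed EC70 calcium of 1.6 mM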
MOR-DOR inv ag = mu-delta opioid heterodimer inverse agonism; AID 504357; P35372+P41143; inhibition, % at 9.3 µM; hit rate 0.21% among 340,000; cell-based MOR-DOR heterodimer luminescence; in the data active = inhibition above about 22%, passing the limit was not always enough;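 also: 0% = cells with DMSO and 100% = wells without cells with DMSO; values of inactives mirror those of a sister screen read the other way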
An asterisk follows results filed as active; ? = inconclusive; / = no result given. Outcome played no part in choosing rows; overall some 2.8% were active at least once.

Values in the order: RTF Ca sens act, HTR5A ag, OPRM1-OPRD1 ag, LANA DNA inh, HTR5A inv ctr, V-ATPase pHluor, Keap1 Nrf2 FP, CAL PDZ FP, Cardiac RTF inh, MOR-DOR inv ag
> CC(C)(C)c1ccc(OC(=O)Nc2ccc(O)c(C(=O)O)c2)cc1
→ 3.2, 1.0, -0.9, 1.3, -3.7, -0.3, 0.8, 5.8, -6.4, 4.7
> COc1ccc(O)c(/C=N/c2sc(C)c(C)c2C#N)c1
→ -4.5, 1.1, -0.4, -0.5, -25.3, 0.3, -3.3, 1.5, -3.8, 2.2
> Cc1sc(NC(=O)CN2CCOCC2)nc1-c1ccc2c(c1)CCN2S(=O)(=O)c1ccccc1
→ -3.2, 0.7, 2.5, -2.4, -7.3, -1.7, 1.5, -5.5, 3.3, -14.4
> Cc1[nH]c2ccccc2c1C(c1ccncc1)N1CCC(C)CC1 (stereo unspecified)
→ 0.8, -3.1, -1.9, 0.2, 11.0, -0.6, -0.3, -1.9, 6.5, 9.4
> CCOc1ccc(OCC)c(NS(=O)(=O)c2ccc3c(c2)CCN3C(=O)C2CCC2)c1
→ 5.3, 4.3, -1.2, -0.1, -11.2, 2.0, -1.1, -3.2, 2.2, 6.9
> O=C(CSC1CC(=O)N(CC(c2ccccc2)c2ccccc2)C1=O)Nc1ccc(Cl)cc1 (stereo unspecified)
→ -2.9, 7.7, 6.8, -0.4, -34.4, -1.2, 2.8, -5.1, -5.8, -39.6
> Cc1ccccc1/C(N)=N/OC(=O)c1cccs1
→ -3.0, 11.6*, 8.7, -1.1, -0.6, -0.9, -7.5, -1.0, -10.8, -58.6
> CC(C)CCNC(=O)C1CCCN(S(=O)(=O)c2ccc3c(c2)CC(C)N3C(=O)C2CC2)C1 (stereo unspecified)
→ -8.7, -0.3, -2.6, -0.5, 1.0, 0.3, 1.7, -5.9, -4.0, 13.0
> COC(=O)[C@]1(Cc2ccccc2)N[C@H](CN(C)C(=O)Nc2ccc(C)cc2)[C@@H]2C(=O)N(C)C(=O)[C@@H]21
→ -2.6, -0.4, -1.1, 0.6, 1.6, -3.8, 3.8, -21.7, -3.7, 5.2
> CCOc1ccc(NC(=O)c2ccccc2OC)cc1
→ -1.4, -8.7, 3.5, 0.8, -8.8, -5.1, -4.3, -0.2, 5.9, -21.3
> COc1cc(OC)cc(-c2sc3ccc(OC)cc3c2-c2ccc(O)cc2)c1
→ -4.8, 5.1, 0.9, 1.0, -13.8, -1.6, 1.0, -3.7, -1.2, -5.0
> CCOC(=O)c1c(C)c(C(=O)NCc2ccc3c(c2)OCO3)c(C)n1CC
→ 1.9, -1.9, 0.5, -2.3, -1.0, -6.0, -3.1, -3.4, -11.9, -2.4
> O=C(NNc1ccccc1F)c1ccccc1
→ 2.7, 0.4, -1.0, -0.4, 9.0, 3.7, -2.4, /, -2.5, 5.3
> c1ccc(-c2noc(COc3ccc4c(c3)OCO4)n2)cc1
→ 1.7, 6.2, 1.4, -1.3, -22.4, 3.9, -4.3, -4.1, -23.4, -7.5
> CCOc1ccc(N2CC(C(=O)Nc3ccccc3C(=O)N3CCOCC3)CC2=O)cc1 (stereo unspecified)
→ -4.8, 1.8, -0.5, -1.6, -3.3, -2.5, 1.9, /, 1.8, 3.3
> CCOc1ccc(-n2c(SCc3nc(-c4ccc(C)cc4)no3)nnc2-c2ccncc2)cc1
→ 1.1, -2.9, -1.7, 1.9, 8.1, -5.6, -1.7, /, -1.9, 9.9
> COc1ccc(-c2noc(N3CCCC(C(=O)Nc4cc(F)ccc4F)C3)n2)cc1 (stereo unspecified)
→ -2.8, 5.1, -0.1, -1.7, -15.7, 1.9, -1.6, /, -0.4, 0.4
> O=C(COC(=O)c1ccncc1)Nc1cc(Cl)ccc1Cl
→ -1.4, 5.4, -0.2, 0.9, -15.0, 1.3, -1.5, -3.2, -1.9, 1.3
> Cc1cc(Cl)c2oc(C(=O)NCCN3CCOC3=O)c(C)c2c1
→ -2.0, -2.9, -2.5, 0.7, -21.1, -2.8, -3.0, 2.4, -2.5, 13.1
> NC(=O)c1c(NC(=O)Cn2nc(C(=O)O)c3ccccc3c2=O)sc2c1CCC2
→ 1.7, 3.0, -1.4, -0.9, 10.2, -2.8, -7.1, -5.3, -15.9, 7.0
> O=C(c1cnn(C(=O)CN2CCCC2=O)c1)c1ccccc1O
→ 1.2, 8.2, -2.4, 0.1, -20.5, 3.6, -4.5, 93.1*, -4.2, 9.3
> O=C(Nc1c(C(=O)O)[nH]c2ccc(F)cc12)c1cccc(C(F)(F)F)c1
→ -3.7, 11.9*, -0.6, -3.2, -37.4, 2.3, -0.2, -0.7, -2.3, 3.3
> CCn1c2c(c3cc(Cl)ccc31)CCCC2=O
→ 2.5, 4.0, 6.0, 0.1, -11.2, 2.9, -5.2, /, -0.2, -31.2
> O=C(NC1CC1)C1=C[C@@H](C2CCCCC2)C[C@@H](OCCCCO)O1
→ -0.2, 2.6, -1.5, 0.9, -7.7, -3.9, -1.7, -3.5, 9.1, 8.7
> Cc1ccc(S(=O)(=O)N2CCCCC2)cc1NC(=O)c1c(-c2ccccc2)noc1C
→ 3.7, -8.2, -2.5, 0.5, 20.0, 2.9, -0.3, -1.2, 2.3, 10.0
> Cn1nc(C(C)(C)C)c([N+](=O)[O-])c1C(=O)NCCO
→ -1.2, -1.0, -0.3, 0.8, 2.7, -2.0, 0.3, 1.1, -4.0, 1.7
> CCN(CC(=O)Nc1c(F)cccc1F)C(=O)CCCOc1ccc(OC)cc1
→ -3.4, 2.4, -1.4, 0.8, -6.0, -3.8, -4.1, -4.8, 9.5, 7.8
> COc1cccc(NC(=O)N2CCOCC2)c1
→ -1.7, -3.2, -1.4, 0.4, 9.1, 0.3, 3.9, -1.9, -9.2, 6.6
> COC(=O)[C@H](CC(C)C)NC(=O)NC1CCCCC1C (stereo partly specified)
→ 0.2, -4.7, -2.4, -0.3, -37.2, 2.9, -2.5, /, -8.9, 12.6
> O=C(COC(=O)c1cc([N+](=O)[O-])ccc1N1CCOCC1)NC1CCCCC1
→ -3.3, -0.1, -0.9, -0.7, 0.4, 3.7, -0.5, -4.3, -1.5, 6.1

Going on with the list.
Values in the order: RTF Ca sens act, HTR5A ag, OPRM1-OPRD1 ag, LANA DNA inh, HTR5A inv ctr, V-ATPase pHluor, Keap1 Nrf2 FP, CAL PDZ FP, Cardiac RTF inh, MOR-DOR inv ag
> Cc1cc(N2CCN(C(=O)Nc3ccc(F)cc3F)CC2)c2ccccc2n1
→ -3.9, -3.7, -1.2, 0.0, 12.9, 0.5, -5.4, 15.9, -0.1, 5.3
> Cc1ccccc1S(=O)(=O)Nc1nc2ccccc2nc1N1CCOCC1
→ 4.7, -2.9, -2.7, -0.4, 0.3, -0.2, -3.5, -0.3, 1.6, 11.9
> CCCCn1c(SCn2nnc3ccccc3c2=O)nc2cc(S(N)(=O)=O)ccc21
→ 0.1, 1.2, -1.1, -0.8, -6.1, -4.4, -0.9, 4.7, -3.1, 5.9
> COc1cccc(NC(=O)[C@@H](NC(=O)N2CCn3c2nc2ccccc23)C(C)C)c1
→ -0.8, /, /, -3.0, /, 0.4, -2.8, -2.2, 4.2, /
> CC(=O)C1=C(O)C(=O)N(c2ccc(C)cc2)C1c1ccc([N+](=O)[O-])cc1 (stereo unspecified)
→ -3.7, -2.2, -1.5, -0.9, 7.8, -4.0, 2.0, -0.1, -2.0, 10.8
> O=S(=O)(NC1=NCCCCC1)c1ccc2sc(NS(=O)(=O)c3ccc4ccccc4c3)nc2c1
→ 3.2, -1.0, -0.8, 1.5, 4.0, -4.1, -5.2, -3.9, -7.7, 4.0
> Cc1ccc(NC(=O)CCc2c[nH]c3ccccc23)nc1
→ -8.2, 1.8, 0.0, -0.3, 1.2, 2.4, -0.4, -1.7, -2.3, 0.1
> CCCCC[C@H]1CN(CCc2ccccc2)C(=O)[C@@H]1CC(=O)NCc1ccc(OC)cc1
→ -5.3, -9.4, 4.3, 0.8, 24.0, 6.7, -2.1, -1.4, -9.5, -23.8
> CC(=O)c1ccc(NCCC(=O)c2ccccc2)cc1
→ 0.9, 0.8, -0.8, 1.3, -2.1, -0.8, -2.0, 4.2, 2.0, 3.8
> O=C(C[C@H]1C/C=C\CCCC(=O)OC[C@H]2CCCN2C1=O)NCCO
→ -0.1, -4.7, -2.0, 0.1, -6.1, 0.2, -3.8, 0.4, 4.3, 11.7
> CCOC(=O)c1cnc(SC2CC(=O)N(c3ccc(C)cc3)C2=O)nc1N (stereo unspecified)
→ 5.5, 1.0, 0.8, 0.6, -0.1, 2.4, -2.0, /, -1.9, -4.2
> O=C(Nc1ccc(Br)cc1)C1CCCN(C2=NS(=O)(=O)c3ccccc32)C1 (stereo unspecified)
→ -3.9, 2.6, -2.6, -0.9, 6.4, 1.1, -8.7, -1.5, -6.3, 9.6
> CCOc1ccccc1N1CCN(C(=O)NCc2ccc(Cl)cc2)CC1
→ -9.6, 1.7, 1.4, 0.2, 11.8, -1.5, 0.3, 3.9, 8.5, -8.8
> COc1ccc(-n2c(C)ccc2-c2ccccc2)cn1
→ 11.6, -3.1, 3.2, 33.4, 11.6, -0.8, ?, -5.2, -18.9, -15.4
> CCC1(O)C(=O)OCc2c1cc1n(c2=O)Cc2cc3c(N)cccc3nc2-1 (stereo unspecified)
→ -1.9, 0.4, -5.2, 4.5, -1.4, 6.6, -5.4, -4.7, -0.9, 22.9
> OCC1OC(n2ccc3c(NO)ncnc32)C(O)C1O (stereo unspecified)
→ -4.4, 3.6, 0.7, 2.6, -13.8, -3.7, -5.8, 9.3, -1.4, -3.2
> N#CC1=C2N=C(N)c3ccccc3N2C2=C(C(=O)CCC2)C1c1ccc(F)cc1 (stereo unspecified)
→ -4.0, -0.7, -1.0, 1.5, -3.2, 1.4, 2.6, 4.8, 1.5, 5.1
> O=C(CCC(=O)OCc1ccc(C(=O)Oc2ccccc2)cc1)Nc1cccc2ccccc12
→ 4.5, 7.6, -1.7, -3.2, -19.3, 2.8, -4.9, 1.4, -17.4, 9.8
> COc1ccc(-c2nn(-c3ccccc3)cc2C(=O)NC(=S)NNC(=O)c2ccncc2)cc1
→ -4.7, -3.9, -2.9, 0.3, 7.3, 1.2, 0.1, /, -1.1, 14.3
> Cc1ccc(NC(=O)c2nnn(CC(=O)Nc3ccccc3)c2N)cc1C
→ 2.6, 2.5, 7.5, 0.7, -22.1, 1.6, -7.9, -0.7, -12.1, -42.8
